Screens deposited in PubChem BioAssay by National Center for Advancing Translational Sciences (NCATS).
ERG-DNA inh: blocks human ERG Ets domain binding to DNA; Potency, µM (top dose mostly 76.9 µM), without a hit: at the top dose FP activity, negative = inhibition, most hits filed as inhibitors; fluorescence polarization, His-ERG Ets domain / labelled DNA; 0.028% of 370,000 active; P11308; active = well fitted inhibition curve with a large enough effect in the polarisation, with a control signal flat; inconclusive = small, poorly fitted or top-dose-only effect, or effect the other way, or a change in a side signal; inactive = no such curve, though single readings can be large or run the other way; the % refers to the polarisation;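 note: polarization taken with two DNA probes labelled with fluorescein and Texas red; potency is the fitted concentration of half-maximal effect; % of control where 0% means no effect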
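His-tagged ERG Ets domain (1 uM in the protein solution; 300mM KCl, 50mM Tris-HCl, 1mM EDTA, 1mM DTT, pH 7.5) received compound, then a probe mix of 5 nM fluorescein-DNA and 100nM Texas-615-DNA. Fluorescence polarization was read for both dyes.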
POLK inh: DNA polymerase kappa (human) inhibition | Q9UBT6 | purified Pol kappa, fluorescent DNA synthesis assay, 10 min | Potency, µM (top dose mostly 107 µM), for inactives: at the top dose activity, negative = inhibition, hits mostly inhibitors | 0.53% of 400,000 active | AID 588579; note: potency is the fitted concentration of half-maximal effect; % is set by controls: 0 for no effect and ±100 for the full control effect
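Kinetic fluorescence readout at 0 and 10 min followed reaction start with substrate at 50 nM final. Beforehand, enzyme (10 nM Pol kappa) stood 15 min with compound at room temperature; buffer-only wells were negative controls.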
TRHR agonist: agonists of human TRH receptor; P34981; TRHR cells, calcium flux fluo-8, FDSS agonist mode; activation, % at 2 µM; 0.18% of 360,000 active; AID 493084; in the data active = activation above about 30%; note: 0% is about no effect
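TRHR-expressing cells loaded with fluo-8 calcium dye; 23 nL library compound pin-transferred, kinetic FDSS fluorescence (Ex 480/Em 530) recorded about 180 s for agonist-induced calcium release, before a 10 nM TRH EC20 addition for potentiator mode.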
12-LOX inh: ALOX12 (human) lipoxygenase inhibition; P18054; purified 12hLO, xylenol orange hydroperoxide absorbance; Potency, µM (doses to about 108 µM), without a hit: top-dose activity change, negative = inhibition, hits mostly inhibitors; 1.1% of 580,000 active; AID 1671190; note: potency is the fitted concentration of half-maximal effect; % is set by controls: 0 for no effect and ±100 for the full control effect
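Purified human 12hLO (150 nM final) in 25 mM Hepes, 0.01% Triton X-100, pH 7.0 was preincubated 15 min at room temperature with compound. Then 40 uM arachidonic acid was added, 30 min. Hydroperoxide was read by Fe-XO absorbance ratio 573/405 nm.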
APEX1 inh: APE1 (human) endonuclease inhibition. Potency, µM (doses to about 65.8 µM), without a hit: at the highest dose activity change, negative = inhibition, hits mostly inhibitors. P27695. 0.35% of 350,000 active. recombinant APE1, TAMRA/BHQ-2 abasic DNA cleavage fluorescence. AID 2517;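 note: potency is the fitted concentration of half-maximal effect; plate controls were vehicle for no effect and reference inhibitor for full effect; nearly all actives have a fitted effect of over 55% in size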
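0.75 nM APE1 + cpd, 15 min RT; start w/ 50 nM TAMRA/BHQ-2 THF-abasic dsDNA; kinetic fluor 525/598 nm ×3 reads @60 s; Δ(read3−read1); normalized to DMSO and NSC13755 control wells.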
Apoferritin bind: candidate novel general anesthetic via apoferritin binding; P02791; 0.074% of 350,000 active; Potency, µM (highest dose often 77.5 µM), inactives show top-dose activity change, negative = displacement, most hits filed as inhibitors; apoferritin/1-aminoanthracene competitive binding, fluorescence; note: potency is the fitted concentration of half-maximal effect; % is set by controls: 0 for no effect and ±100 for the full control effect; nearly all actives have a fitted effect of over 20% in size
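Apoferritin-based anesthetic binding model; compound displacement of fluorescent 1-AMA measured as endpoint fluorescence after 10 minutes at room temperature, scaled to free-ligand and complex controls.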
Pol iota inh: DNA polymerase iota (human) inhibition; Potency, µM (top dose mostly 115 µM), without a hit: at the highest dose activity, negative = inhibition, actives largely listed as inhibitors; AID 588590; Q9UNA4; Pol iota fluorescent replication assay, 10 min; 1% of 390,000 active; note: potency is the fitted concentration of half-maximal effect
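Pol iota at 10 nM preincubated 15 min with compounds at room temperature; reaction started with fluorescent substrate, 50 nM final. Fluorescence read kinetically at 0 and 10 min; buffer-only wells as negative control.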
Pol beta inh: blocks human DNA polymerase beta activity. 1.3% of 340,000 active. P06746. Pol beta primer extension/strand displacement, fluorescence kinetic. Potency, µM (top dose mostly 114 µM), for inactives: at the highest dose activity change, negative = inhibition, hits mostly inhibitors; note: potency is the fitted concentration of half-maximal effect; % is set by controls: 0 for no effect and ±100 for the full control effect
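Values derive from four-parameter Hill fits of normalized kinetic data: reads at 0 and 10 min following addition of 50 nM substrate to 10 nM Pol beta preincubated 15 min with compound.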
BLM inh: inhibitors of human Bloom syndrome helicase BLM | P54132 | recombinant BLM DNA unwinding, fluorescence dequenching | Potency, µM (top dose mostly 56.1 µM), for inactives: at the highest dose activity change, negative = inhibition, hits mostly inhibitors | 0.2% of 350,000 active | AID 2528;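 note: potency is the fitted concentration of half-maximal effect; plate controls were vehicle for no effect and no enzyme for full effect; nearly all actives have a fitted effect of over 35% in size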
Starred values were filed as active, the others as inactive; ? = inconclusive; · = no result given; & = joins results of further samples; [ ] = remark or other dose. Unless noted, calls come from the whole dose curve; as a rule, active = well fitted curve in the direction sought with a large enough effect; inconclusive = small, poorly fitted or top-dose-only effect, or another doubt; inactive = no such curve, though single readings can be large; an effect the other way counts as inactive or inconclusive.

Sample of the layout (seven entries):
[1] CCOc1ccc(N2C(=O)Nc3ccccc3C2(O)C(=O)NCc2ccco2)cc1 (configuration not stated)
[2] C=CCOc1c(Br)cc(CNc2ccc(NC(=O)C(C)C)cc2)cc1OCC
[3] O=C1N(CN2CCC3(CC2)OCCO3)c2ccccc2C12OCCCO2
[4] C=CCNC(=O)CSc1ncc2c(n1)-c1c(csc1SC)CC2
[5] COc1cc(OC)c(/C=N/NC(N)=S)cc1Br
[6] CCOc1ccccc1Oc1coc2cc(OCC(=O)O)ccc2c1=O
[7] CCOc1ccc(NC(=O)c2ccc3c(c2)nnn3C2CCCC2)cc1

Compound,1,2,3,4,5,6,7
ERG-DNA inh,24%,-5%,-6%,-19%,-9%,5%,-2%
POLK inh,10%,-20%,-3%,-9%,2%,-41%,13%
TRHR agonist,0.2,-0.5,-0.2,0.7,-1.1,0.5,0.1
12-LOX inh,10%,-6%,4%,?,?,7%&2%,-2%
APEX1 inh,11%,21%,-1%,-3%,-1%,?,·
Apoferritin bind,-1%,-20%,-9%,174%[activator],99%[activator],-3%,-10%
Pol iota inh,89%[activator],51%,-9%[58.9 µM],50%[activator],11%,3%,-1%
Pol beta inh,52%,44%,-10%,2%,5%,10µM*,21%
BLM inh,-1%,-15%,-3%,-11%,1%,-3%,-2%

This part in full, repeating the preview:
[1] CCOc1ccc(N2C(=O)Nc3ccccc3C2(O)C(=O)NCc2ccco2)cc1 (configuration not stated)
[2] C=CCOc1c(Br)cc(CNc2ccc(NC(=O)C(C)C)cc2)cc1OCC
[3] O=C1N(CN2CCC3(CC2)OCCO3)c2ccccc2C12OCCCO2
[4] C=CCNC(=O)CSc1ncc2c(n1)-c1c(csc1SC)CC2
[5] COc1cc(OC)c(/C=N/NC(N)=S)cc1Br
[6] CCOc1ccccc1Oc1coc2cc(OCC(=O)O)ccc2c1=O
[7] CCOc1ccc(NC(=O)c2ccc3c(c2)nnn3C2CCCC2)cc1
[8] COC(=O)[C@H](Cc1ccccc1)NS(=O)(=O)N[C@@H](Cc1ccccc1)C(=O)OC

Compound,1,2,3,4,5,6,7,8
ERG-DNA inh,24%,-5%,-6%,-19%,-9%,5%,-2%,17%
POLK inh,10%,-20%,-3%,-9%,2%,-41%,13%,-4%&-20%
TRHR agonist,0.2,-0.5,-0.2,0.7,-1.1,0.5,0.1,0.1
12-LOX inh,10%,-6%,4%,?,?,7%&2%,-2%,1%
APEX1 inh,11%,21%,-1%,-3%,-1%,?,·,7%
Apoferritin bind,-1%,-20%,-9%,174%[activator],99%[activator],-3%,-10%,·
Pol iota inh,89%[activator],51%,-9%[58.9 µM],50%[activator],11%,3%,-1%,?
Pol beta inh,52%,44%,-10%,2%,5%,10µM*,21%,·
BLM inh,-1%,-15%,-3%,-11%,1%,-3%,-2%,·

[9] Cc1ccc(NC(=O)c2cc(S(=O)(=O)N3CCCC3)c[nH]2)c(C)c1
[10] CCC1=NN(C(=O)c2ccccc2O)C(O)(c2ccccc2)C1 (configuration not stated)
[11] Cc1noc(C)c1COc1cccc(C(=O)Nc2ccc(C#N)cc2)c1
[12] Cc1cc(C)cc(N2C(=O)CCN(Cc3ccccc3)C2=O)c1
[13] CCCCN(C(=O)c1ccc2c(c1)OCCO2)c1c(N)n(CC(C)C)c(=O)[nH]c1=O
[14] Nc1nc(Br)c2c(F)cccc2c1-c1ccc(F)cc1
[15] O=C(O)c1ccc(Cl)c(S(=O)(=O)N2CCCC2)c1
[16] O=C1CS(=O)(=O)N(Cc2cccc(F)c2)c2ccc(Br)cc21

Compound,9,10,11,12,13,14,15,16
ERG-DNA inh,-2%&1%,-1%,-1%,-10%,-22%,10%,2%,13%
POLK inh,-14%&-11%,-2%,-6%,-9%,-3%,6%,-8%,4%&-32%
TRHR agonist,-1.1&-0.1,-0.2,0.1,-0.1,0.3,·,0.7,0.4
12-LOX inh,-3%&-21%,-28%,0%,-3%,-11%,-12%,-10%,?
APEX1 inh,-25%,13%,11%,-3%,19%,0%,28µM*,45%
Apoferritin bind,-11%&-6%,6%,2%,-2%,·,-17%,-7%,·
Pol iota inh,?,15%,12%,147%[activator],43%[activator],57%[activator],-4%,?
Pol beta inh,?,22%,6%,?,·,1%,?,·
BLM inh,0%&0%,-2%,-8%,-4%,·,-6%,3%,·

[17] COc1cccc2sc(Nc3nc(-c4ccccn4)cs3)nc12
[18] O=S(=O)(Nc1ccc(OC(F)F)cc1)c1ccc(-c2ccon2)s1
[19] COc1ccc(S(=O)(=O)NC2CC(=O)N(c3ccc(C)c(C)c3)C2)cc1 (configuration not stated)
[20] COC(=O)c1ccc(Cn2nnc3c(=O)[nH]c(C4CCCN(S(=O)(=O)c5ccccc5)C4)nc32)cc1 (configuration not stated)
[21] O=C(O)c1ccccc1C1c2ccccc2Oc2ccccc21
[22] CC1CC(OC(=O)CN2CCCCC2)CC(C)(C)C1 (configuration not stated)
[23] C/C(N)=C(/C#N)C(=O)COC(=O)c1ccc(NC(N)=O)cc1
[24] Cc1cccc(NC(=O)c2ccc(OCC3CCCO3)cc2)c1C (configuration not stated)

Compound,17,18,19,20,21,22,23,24
ERG-DNA inh,·,6%,-2%,4%&3%,-6%,·,18%,-1%
POLK inh,·,-3%,-3%,4%&20%,-5%,·,-8%,-7%
TRHR agonist,1.3,0.5,0.4,-0.7&0.1,·,1.0,-0.6,0.0
12-LOX inh,·,?,-16%,-9%&-16%,0%,·,-4%,7%
APEX1 inh,-12%,-12%,14%,49%,·,0%,-6%,14%
Apoferritin bind,-3%,-1%,·,-11%&-15%,·,-7%,3%,-10%
Pol iota inh,·,-4%,-8%,22%&9%,7%,·,-6%,8%
Pol beta inh,-15%,0%,·,19%&14%,·,0%,2%,39%
BLM inh,-19%,-8%,·,-2%&0%,·,-1%,-1%,3%

[25] CN(Cc1ccccc1NS(=O)(=O)c1ccc(Cl)cc1)C1CCCCC1
[26] O=C(NC1CCCCC1)C(c1ccc(Cl)cc1)N1CCC2(CC1)OCCO2 (configuration not stated)
[27] O=C(CCCC(=O)N(CC(=O)NC1CCCCC1)Cc1ccco1)Nc1ccccn1
[28] C=C1CCC2C(C)(CO)C(O)CCC2(C)C1C/C=C1\C(=O)OCC1O (configuration not stated)
[29] Cc1ccc2nc(/N=C(\N)NC(=O)NC3CCCCC3)nc(C)c2c1
[30] O=C(CSc1nnnn1Cc1ccccc1)Nc1ccc2c(c1)OCCO2
[31] CC(=O)/C(=N\Nc1ccc(Cl)cc1)Sc1nnc(-c2ccccc2)n1-c1ccccc1
[32] NS(=O)(=O)c1ccc(N/N=C/c2ccccn2)c([N+](=O)[O-])c1

Compound,25,26,27,28,29,30,31,32
ERG-DNA inh,15%,-6%,3%,·,21%,-11%,1%,-2%
POLK inh,-3%,-4%,2%,-8%,-3%,-16%,-18%,-19%
TRHR agonist,-1.8,-0.1,-0.1,·,-0.4,-0.6,-0.6,-1.0
12-LOX inh,-11%,6%,29%,·,149%[activator],31%[activator],?,5%
APEX1 inh,1%,27%,-2%,1%,0%,2%,-1%,0%
Apoferritin bind,-21%,-8%,-9%,·,-8%,-18%,-12%,-2%
Pol iota inh,2%,13%,16%,-10%,0%,0%,12%,0%
Pol beta inh,?,19%,31%,·,-6%,0%,5%,-8%
BLM inh,-1%,-4%,1%,0%,6%,-4%,-3%,0%

[33] CCOc1ccc(NC(=O)CN(C)C(=O)c2ccccc2OCc2cccc(C)c2)cc1OCC
[34] CCOC(=O)C1=C(CC)OC(N)=C(C#N)C1c1cc(OC)ccc1OC (configuration not stated)
[35] COc1cccc(/C=N/NC(=O)c2ccc(OCc3cccc(Br)c3)cc2)c1
[36] CCC(=O)Nc1ccc(N2CCC(C)CC2)cc1
[37] CCOC(=O)C1(Cc2ccccc2)CCN(CC2CC=CCC2)CC1 (configuration not stated)
[38] Cc1nc(C(=O)Nc2ccc(Cl)cc2Cl)nn1-c1cc(OC(C)C)c(Cl)cc1Cl
[39] O=C1c2cc(Cl)ccc2OC2(CCNCC2)C12CC(c1ccccc1)=NO2 (configuration not stated)
[40] Cc1ccc(Cn2c(=S)[nH]c3ccc(N4CCOCC4)cc3c2=O)o1
[41] NC(=O)C1(N2CCCCC2)CCN(c2nc(-c3ccccc3)cs2)CC1
[42] COc1ccc(OCc2nnc(SCC(=O)N3c4ccccc4Sc4ccc(Cl)cc43)o2)cc1

Compound,33,34,35,36,37,38,39,40,41,42
ERG-DNA inh,25%,-10%,1%,-19%,6%,6%,15%,-7%,-4%,1%
POLK inh,-8%,-11%,-2%,-3%,-9%,1%,-5%,?,-1%,1%
TRHR agonist,0.7,0.4,-1.3,0.3,-0.3,·,1.6,1.2,1.2,0.4
12-LOX inh,-9%,?,-17%,?,-11%,-5%,-4%,-29%,14%,-3%
APEX1 inh,44%[activator],2%,-4%,1%,4%,15%,-4%,?,-1%,-3%
Apoferritin bind,·,-12%,?,-12%,-6%,-6%,-15%,1%,-6%,8%
Pol iota inh,-3%,11%,10%,-12%,107%[activator],29%,-18%,14µM*,1%,8%
Pol beta inh,·,?,-21%,-13%,-3%,25%,22%,6%,-27%,-1%
BLM inh,·,-4%,-5%,-2%,-6%,-6%,0%,-29%,-5%,-5%

The list is partial, so the mix of outcomes need not match the whole.
